Bioassay records (PubChem)
T cruzi growth = inhibitors of T. cruzi proliferation. AID 624255. T. cruzi beta-gal in NIH3T3, GalScreen luminescence, 90 h. 77,000 compounds, 5.9% hits. inhibition, % at 8.34 µM;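 active = mean inhibition above about 93%, with at least 55% of replicates each passing it, limit read from the data, passing the limit was not always enough; inconclusive = only one of those two conditions holds; inactive = neither condition holds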
C diff growth = inhibitors of Clostridium difficile growth; AID 1259249; growth activity, negative = inhibition, % at 16 µg/mL (by protocol); Clostridium difficile clinical isolate growth, OD600, 24 h; active compounds read low; 86,000 compounds, 0.25% hits;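 active = mean growth activity at or below -80% and every replicate also at or below -80%; inconclusive = mean at or below -80% but some replicate above -80%; inactive = mean growth activity above -80%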;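 note: 0% = DMSO wells and -100% = levofloxacin 16 µg/mL wells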
Pf Dd2 growth = blocks growth of Plasmodium falciparum Dd2 parasites; P. falciparum Dd2 growth, SYBR Green, 72 h; active compounds read low; activity change, % at 10 µM; 94,000 compounds, 2.3% hits; AID 1159554; in the data active = activity change below about -80%; inconclusive = no clear call, values can overlap the other calls
KDM4C inh = blocks human GASC-1 (KDM4C) demethylase activity | 96,000 compounds, 0.15% hits | GST-KDM4C 2-372, H3K9me3 peptide, LANCE TR-FRET | inhibition, % at 12.5 µM | Q9H3R0;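 active = mean replicate inhibition above about 25%, with at least 55% of replicates also reaching it, limit read from the data, passing the limit was not always enough; inconclusive = only one of those two conditions met; inactive = neither condition met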
Target sequence (Q9H3R0 2-372 limits assumed): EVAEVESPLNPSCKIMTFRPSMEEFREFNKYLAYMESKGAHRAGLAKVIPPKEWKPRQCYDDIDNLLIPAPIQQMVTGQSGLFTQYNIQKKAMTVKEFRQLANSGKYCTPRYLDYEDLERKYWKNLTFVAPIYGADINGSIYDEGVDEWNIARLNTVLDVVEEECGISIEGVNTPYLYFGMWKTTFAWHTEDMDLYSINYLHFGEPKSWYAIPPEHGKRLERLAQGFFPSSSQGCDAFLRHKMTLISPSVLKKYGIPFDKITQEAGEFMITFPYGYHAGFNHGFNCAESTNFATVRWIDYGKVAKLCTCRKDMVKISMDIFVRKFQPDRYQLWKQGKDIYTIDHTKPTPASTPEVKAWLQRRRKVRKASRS
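Material: N-terminal GST-fused human GASC-1 (KDM4C) fragment, residues 2-372. Input: 10 nM enzyme. Incubation: enzyme reaction 30 min, then detection 60 min, both room temperature. Doses: one test concentration per compound. Read-out basis: inhibition from TR-FRET ratio decrease. Detection: LANCE TR-FRET, excitation 340 nm, emissions 618 and 671 nm.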
An asterisk follows results filed as active; u = inconclusive; x = no result given; & = joins results of further samples.

SMILES | T cruzi growth | C diff growth | Pf Dd2 growth | KDM4C inh
CC(C)NC(=O)N(C)C[C@@H]1Oc2ccc(NS(=O)(=O)c3cccs3)cc2C(=O)N([C@@H](C)CO)C[C@H]1C | -39.4 | -4.1 | 25.4 | 0.6
COc1ccc(NC(=O)Nc2ccc3c(c2)CC(=O)N([C@H](C)CO)C[C@@H](C)[C@H](CN(C)S(=O)(=O)c2ccc(F)cc2)O3)cc1 | 4.9 | -8.6 | 12.2 | -0.2
Cc1ccccc1-c1ccc2c(c1)O[C@H](CN(C)Cc1ccncc1)[C@@H](C)CN([C@@H](C)CO)S2(=O)=O | 96.8* | 5.7 | u | -0.6
Cc1noc(C)c1S(=O)(=O)N(C)C[C@H]1Oc2ccc(NC(=O)C3CCCCC3)cc2CC(=O)N([C@H](C)CO)C[C@H]1C | 17.0 | -5.5 | 40.1 | 1.4
COc1ccc(C#Cc2cnc3c(c2)C(=O)N([C@@H](C)CO)C[C@@H](C)[C@@H](CN(C)CC2CC2)O3)cc1 | 85.5 | x | -70.4 | -3.2
O=C(C[C@@H]1C[C@@H]2c3cc(NS(=O)(=O)c4ccccc4)ccc3O[C@@H]2[C@@H](CO)O1)N1CCOCC1 | 7.5 | -9.5 | 4.3 | 0.7
CC(C)NC(=O)N(C)C[C@@H]1Oc2c(NC(=O)C3CC3)cccc2C(=O)N([C@@H](C)CO)C[C@H]1C | 27.1 | 3.1 | -1.2 | 15.9
Cc1ccccc1S(=O)(=O)N1CC(=O)N2[C@H](CO)[C@@H](c3ccc(C#CC4CC4)cc3)[C@H]2C1 | x | -2.7 | -26.8 | 0.4
C[C@@H]1CN([C@H](C)CO)S(=O)(=O)c2ccc(C#CCN(C)C)cc2O[C@@H]1CN(C)C(=O)CC1CC1 | 84.9 | -0.9 | 31.4 | 9.2
O=C(NCC(F)(F)F)[C@@H]1[C@@H](CO)[C@@H]2Cn3c(cccc3=O)[C@H]1N2C(=O)C1CCCC1 | 17.9 | -1.9 | 0.8 | 0.4
O=C(C[C@H]1CC[C@@H]2[C@H](COC[C@H](O)CN2C(=O)c2ccc(F)cc2)O1)NCc1cccc(F)c1 | 65.4 | 6.3 | 12.8 | -0.4
COc1ccccc1-c1ccc2c(c1)[C@@H]1[C@@H](CCN1S(=O)(=O)c1cccc(C)c1)[C@H](CO)N2 | 92.8 | 3.0 | -64.3 | -1.0

10 consecutive records already listed:
SMILES | T cruzi growth | C diff growth | Pf Dd2 growth | KDM4C inh
Cc1ccccc1-c1ccc2c(c1)O[C@H](CN(C)Cc1ccncc1)[C@@H](C)CN([C@@H](C)CO)S2(=O)=O | 96.8* | 5.7 | u | -0.6
Cc1noc(C)c1S(=O)(=O)N(C)C[C@H]1Oc2ccc(NC(=O)C3CCCCC3)cc2CC(=O)N([C@H](C)CO)C[C@H]1C | 17.0 | -5.5 | 40.1 | 1.4
COc1ccc(C#Cc2cnc3c(c2)C(=O)N([C@@H](C)CO)C[C@@H](C)[C@@H](CN(C)CC2CC2)O3)cc1 | 85.5 | x | -70.4 | -3.2
O=C(C[C@@H]1C[C@@H]2c3cc(NS(=O)(=O)c4ccccc4)ccc3O[C@@H]2[C@@H](CO)O1)N1CCOCC1 | 7.5 | -9.5 | 4.3 | 0.7
CC(C)NC(=O)N(C)C[C@@H]1Oc2c(NC(=O)C3CC3)cccc2C(=O)N([C@@H](C)CO)C[C@H]1C | 27.1 | 3.1 | -1.2 | 15.9
Cc1ccccc1S(=O)(=O)N1CC(=O)N2[C@H](CO)[C@@H](c3ccc(C#CC4CC4)cc3)[C@H]2C1 | x | -2.7 | -26.8 | 0.4
C[C@@H]1CN([C@H](C)CO)S(=O)(=O)c2ccc(C#CCN(C)C)cc2O[C@@H]1CN(C)C(=O)CC1CC1 | 84.9 | -0.9 | 31.4 | 9.2
O=C(NCC(F)(F)F)[C@@H]1[C@@H](CO)[C@@H]2Cn3c(cccc3=O)[C@H]1N2C(=O)C1CCCC1 | 17.9 | -1.9 | 0.8 | 0.4
O=C(C[C@H]1CC[C@@H]2[C@H](COC[C@H](O)CN2C(=O)c2ccc(F)cc2)O1)NCc1cccc(F)c1 | 65.4 | 6.3 | 12.8 | -0.4
COc1ccccc1-c1ccc2c(c1)[C@@H]1[C@@H](CCN1S(=O)(=O)c1cccc(C)c1)[C@H](CO)N2 | 92.8 | 3.0 | -64.3 | -1.0

Carrying on:
SMILES | T cruzi growth | C diff growth | Pf Dd2 growth | KDM4C inh
Cc1ccc(S(=O)(=O)Nc2ccc3c(c2)C(=O)N([C@@H](C)CO)C[C@@H](C)[C@@H](CN(C)C(=O)C2CCCCC2)OCCCC[C@H](C)O3)cc1 | 44.4 | -7.3 | -57.4 | 0.6
O=C(C[C@H]1C[C@H]2c3cc(NC(=O)Cc4ccncc4)ccc3O[C@H]2[C@H](CO)O1)NCc1cccnc1 | 25.4 | 2.4 | 2.0 | 3.2
C[C@H]1CN([C@@H](C)CO)C(=O)c2cccc(NC(=O)Nc3ccc4c(c3)OCO4)c2O[C@@H]1CN(C)S(=O)(=O)c1ccccc1 | 12.8 | -5.8 | 11.7 | 11.0
CCCNC(=O)[C@H]1[C@H](CO)[C@H]2Cn3c(cccc3=O)[C@@H]1N2C(=O)NCCC | -27.0 | 0.5 | 0.5 | 5.2
CCCNC(=O)N1CC(=O)N2[C@@H](CO)[C@H](c3ccc(-c4cccc(C)c4)cc3)[C@@H]2C1 | x | 34.0 | -33.8 | 1.0
C[C@H]1CN([C@@H](C)CO)C(=O)c2cc(NC(=O)c3ccncc3)ccc2O[C@@H]1CN(C)Cc1ccc(Cl)c(Cl)c1 | 32.9 | -3.2 | -6.1 | -0.5
O=C(C[C@@H]1C=C[C@@H](NC(=O)CN2CCOCC2)[C@H](CO)O1)NC1CCCCC1 | -14.3 | 4.8 | 35.9 | -1.7
O=C(c1ccccc1)N1CC2(C1)[C@@H](c1ccccc1)[C@@H](CO)N2Cc1cc(F)ccc1F | x | 12.7 | -22.4 | 0.5
CN1C(=O)c2cc(NC(=O)Cc3cccs3)ccc2OC[C@H]2O[C@H](CC(=O)NCc3ccc(-c4ccccc4)cc3)CC[C@@H]21 | -24.8 | 19.2 | -8.2 | -1.9
O=C(C[C@@H]1CC[C@H]2NC[C@H](O)COC[C@@H]2O1)NCc1ccc(Oc2ccccc2)cc1 | -30.3 | -4.8&-8.7 | 23.1 | -1.9
COc1ccccc1C(=O)Nc1ccc2c(c1)C(=O)N(C)C[C@@H](OC)[C@H](C)CN(CC1CC1)[C@@H](C)CO2 | 33.0 | 0.8 | -13.0 | 0.6
C[C@H]1CN([C@@H](C)CO)C(=O)c2cc(C#CC3(O)CCCC3)cnc2O[C@@H]1CN(C)C(=O)CN(C)C | -50.8 | -1.7 | 13.5 | -1.1
COc1ccc2c3c([nH]c2c1)[C@H](CO)N(Cc1ccncc1)CC31CN(C(=O)CN(C)C)C1 | x | -4.7 | -3.7 | 4.9
COCC(=O)Nc1ccc2c(c1)OC[C@H](C)N(C)C[C@@H](C)[C@@H](OC)CN(C)C2=O | -15.1 | -0.9 | 15.5 | 2.4
COc1ccccc1C(=O)N1C[C@H]2[C@@H](c3ccccc31)[C@@H](CO)N2Cc1ccc(F)cc1 | 7.5 | 5.0 | 7.7 | -0.4
N#Cc1cccc(-c2ccc([C@H]3[C@H](CO)N4CCCCN(C(=O)Nc5ccccc5)C[C@@H]34)cc2)c1 | 98.9* | 30.6 | -8.7 | -0.7
COc1ccccc1C#Cc1ccc([C@H]2[C@@H](CO)N3CCCCN(C(=O)C4CCC4)C[C@@H]23)cc1 | 105.6* | -15.1 | 2.7 | -2.3
CO[C@@H]1CN(C)C(=O)c2ccc(NC(=O)c3cccc(F)c3)cc2OC[C@H](C)N(CC2CC2)C[C@@H]1C | -41.2 | 0.3 | -23.3 | 2.1
Cc1noc(C)c1S(=O)(=O)N(C)C[C@@H]1Oc2ccc(NC(=O)Nc3ccc(F)cc3)cc2CC(=O)N([C@@H](C)CO)C[C@H]1C | 24.4 | -3.8 | -0.7 | -0.3
COc1ccc(-c2cnc3c(c2)C(=O)N([C@H](C)CO)C[C@H](C)[C@H](CN(C)S(=O)(=O)c2cccc(F)c2)O3)cc1 | x | -2.1 | -57.6 | 0.0
COc1ccc(S(=O)(=O)N(C)C[C@@H]2Oc3c(NC(=O)c4ccc(-c5nccs5)cc4)cccc3C(=O)N([C@H](C)CO)C[C@@H]2C)cc1 | 94.2 | -6.9 | -8.0 | -2.5
C[C@H](CO)N1C[C@H](C)[C@@H](CN(C)S(=O)(=O)c2cn(C)cn2)Oc2ccc(NC(=O)Cc3cn(C)c4ccccc34)cc2C1=O | 50.6 | x | 2.3 | x
CCC(=O)NC[C@@H]1[C@@H](c2ccc(-c3ccccc3)cc2)[C@@H](CO)N1C(=O)C1CC1 | 54.7 | -6.5 | -2.5 | -3.6
O=C(C[C@H]1C=C[C@H](NC(=O)Nc2ccccc2F)[C@H](CO)O1)NCc1ccc(F)cc1 | -4.4 | 2.2 | -2.7 | -0.7
O=C(C[C@@H]1CC[C@@H]2[C@H](COC[C@@H](O)CN2Cc2ccc(Oc3ccccc3)cc2)O1)N1CCN(c2ccccc2)CC1 | 96.0* | 23.8&6.4 | -71.0 | -0.6
CO[C@H]1CN(C)C(=O)c2ccc(NC(=O)C3CCCC3)cc2OC[C@H](C)N(CCC(F)(F)F)C[C@@H]1C | x | -18.0 | -24.7 | 1.1
CNC[C@@H]1Oc2cc(C#C[C@H](C)O)ccc2S(=O)(=O)N([C@@H](C)CO)C[C@H]1C | 12.2 | -2.7 | -52.7 | -0.3
C[C@@H]1CN([C@@H](C)CO)C(=O)c2cc(C#CCC3CCCC3)cnc2O[C@@H]1CN(C)C(=O)c1cnccn1 | 23.4 | -0.5 | 0.1 | -1.5
CCC(=O)N1C[C@@H](C)[C@@H](OC)CN(C)C(=O)c2cc(NS(C)(=O)=O)ccc2OC[C@@H]1C | 6.7 | -1.1 | 8.6 | 1.8
CC(C)CC#Cc1cnc2c(c1)C(=O)N([C@H](C)CO)C[C@@H](C)[C@@H](CN(C)Cc1ccc(F)cc1)O2 | 86.1 | 6.7 | -34.3 | -2.4
COc1cccc(-c2ccc3c(c2)O[C@@H](CN(C)C(=O)c2ccccc2F)[C@@H](C)CN([C@H](C)CO)S3(=O)=O)c1 | x | 3.3 | -73.2 | 1.2
OC[C@@H]1[C@H](c2ccc(-c3cccc(F)c3)cc2)[C@@H]2CN(CCC(F)(F)F)CCCCN12 | 90.8 | 22.9 | -10.9 | -0.4
CNC(=O)C[C@@H]1CC[C@@H]2[C@@H](COc3ccc(NC(=O)Nc4ccc(Cl)cc4)cc3C(=O)N2C)O1 | 7.8 | 0.0 | 5.2 | 0.7
C[C@H](CO)N1C[C@H](C)[C@@H](CN(C)C(=O)c2cnccn2)Oc2ncc(/C=C/c3ccccc3)cc2C1=O | x | -4.2 | -25.6 | 0.8
O=C(C[C@H]1C=C[C@H](NC(=O)c2ccc3c(c2)OCO3)[C@H](CO)O1)NCc1ccc(F)cc1 | x | 0.3 | 19.1 | -0.2
CCC(=O)N1[C@@H](CO)[C@H](c2ccccc2)C12CN(C(=O)NC1CCCC1)C2 | x | -2.7 | 21.9 | -0.5
O=C(Nc1ccccc1)N[C@H]1CC[C@H](CCNS(=O)(=O)c2cccc(F)c2)O[C@@H]1CO | 18.5 | -7.5 | -1.6 | 0.7
CS(=O)(=O)N1[C@H](C#N)[C@H](c2ccccc2-c2ccc(F)cc2)[C@H]1CO | x | -14.6 | -86.4* | -0.8
COc1ccccc1C#Cc1ccc([C@H]2[C@H]3CN(C(=O)C4CC4)CCCCN3[C@H]2CO)cc1 | 101.3* | -7.9 | -20.5 | x
CC=Cc1ccc2n(c1=O)C[C@H]1[C@H](CO)[C@@H](C(=O)NCCC)N(Cc3cocn3)[C@@H]21 (mixture of isomers) | 31.7 | -0.7 | x | 1.6
C[C@@H]1CN([C@@H](C)CO)C(=O)c2cc(Br)cnc2O[C@H]1CN(C)C(=O)C1CC1 | 23.0&2.7 | 0.3&-3.5 | 22.7&17.1 | -0.7
CNC[C@@H]1Oc2ccc(NC(=O)Cc3ccccc3)cc2CC(=O)N([C@H](C)CO)C[C@H]1C | -5.4 | -1.6 | 4.3 | -1.1
O=C(NCc1ccccc1)[C@H]1[C@H](CO)[C@H]2Cn3c(cccc3=O)[C@@H]1N2 | 64.3 | -0.6 | 10.2 | 1.2
